SMN2 splice up = increases expression of the SMN2 splice variant; HEK293 SMN2-luciferase splicing reporter, luminescence, 30-36 h; Potency, µM (highest dose often 46.1 µM), inactives show at the top dose activity change, positive = activation, usual class: activators; actives 2.8% (n = 210,000); AID 1458; further: % of control where 0% means no effect; nearly all actives have a fitted effect of over 55% in size
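HEK293 cells carry an SMN2 minigene-luciferase reporter in which exon 7 inclusion puts luciferase in frame. Cells were seeded at 2000 cells/well, attached for 10-12 hours, then exposed to compounds for 30-36 hours at 37C before ONE-Glo luminescence.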
ALDH1A1 inh = blocks purified human ALDH1A1 activity. P00352. Purified ALDH1A1, NADH fluorescence, propionaldehyde substrate. Potency, µM (series often up to 75.3 µM), inactives show at the highest dose activity, negative = inhibition, hits mostly inhibitors. actives 7.3% (n = 220,000). AID 1030; active means well fitted inhibition curve with a large enough effect, not every such curve was filed as active; inconclusive means small, poorly fitted or top-dose-only effect, or another doubt; inactive means no such curve, though single readings can be large or run the other way;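 further: plate controls were no enzyme wells and a reference inhibitor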
JMJD2E inh = blocks human JMJD2E demethylase activity; Potency, µM (series often up to 57.1 µM), for inactives: top-dose activity change, negative = inhibition, actives largely listed as inhibitors; JMJD2E catalytic domain, FDH-coupled NADH fluorescence (FDH is formaldehyde dehydrogenase); actives 1.6% (n = 230,000); B2RXH2; active means well fitted inhibition curve with a large enough effect, not every such curve was filed as active; inconclusive means small, poorly fitted or top-dose-only effect, or another doubt; inactive means no such curve, though single readings can be large or run the other way;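 further: 0% = wells with enzyme and -100% = buffer wells without enzyme; nearly all actives have a fitted effect of over 50% in size; many of its hits are not listed in these tables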
Target sequence (B2RXH2 1-337 limits assumed): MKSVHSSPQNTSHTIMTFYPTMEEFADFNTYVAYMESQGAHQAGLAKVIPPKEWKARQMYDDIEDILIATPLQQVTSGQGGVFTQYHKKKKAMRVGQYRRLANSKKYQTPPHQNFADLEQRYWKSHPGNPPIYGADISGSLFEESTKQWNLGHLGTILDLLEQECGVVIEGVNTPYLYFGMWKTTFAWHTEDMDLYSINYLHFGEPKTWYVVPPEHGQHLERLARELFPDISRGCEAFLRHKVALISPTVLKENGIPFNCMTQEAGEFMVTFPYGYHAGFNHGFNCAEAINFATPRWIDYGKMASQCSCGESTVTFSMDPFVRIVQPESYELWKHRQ
GoLoco inh red = blocks human Gai1 binding to RGS12 GoLoco peptide, red readout | P63096 | Gai1:RGS12 GoLoco peptide FP, rhodamine, 10 min | Potency, µM (series often up to 61.6 µM), inactives show top-dose activity, negative = inhibition, hits mostly inhibitors | actives 0.44% (n = 230,000); active means well fitted inhibition curve with a large enough effect, not every such curve was filed as active; inactive means no such curve, though single readings can be large or run the other way; further: on the % scale 0 is the no-effect control and ±100 the full control effect; nearly all actives have a fitted effect of over 30% in size; many of its hits are not listed in these tables
LMNA splice mod = changes lamin A minigene splicing in HeLa cells. Potency, µM (series often up to 46.1 µM), inactives show top-dose ratio change, negative = inhibition, actives largely listed as inhibitors. HeLa LMNA splicing GFP/RFP minigene ratio, 48 h. actives 0.01% (n = 200,000); active means well fitted inhibition curve with a large enough effect in the signal ratio, with a control signal flat, not every such curve was filed as active; inconclusive means small, poorly fitted or top-dose-only effect, or effect the other way, or a change in a side signal; the % refers to the signal ratio; further: on the % scale 0 is the no-effect control and ±100 the full control effect
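S3 HeLa stable clones carrying a lamin A-EGFP splicing minigene plus DsRed2 were seeded at 600 cells/well in Opti-MEM with 2% FBS, pin-dosed and incubated 48 h at 37°C. Acumen cytometry (488 nm) gave the GFP/RFP total-intensity ratio.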
TexasRed fluor = alters Texas Red total fluorescence, flagging assay interference | TRb/SRC2 Texas Red total fluorescence interference | AID 1479 | Potency, µM (doses to about 106 µM), for inactives: at the top dose fluorescence change, negative = quenching | actives 0.29% (n = 280,000); active means well fitted curve in either direction with a large enough effect; inconclusive means small, poorly fitted or top-dose-only effect; further: on the % scale 0 is the no-effect control and ±100 the full control effect
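Flags fluorescent or light-absorbing compounds by total fluorescence, S + 2P, at 555 nm excitation and 632 nm emission. Mixture: 20 nM Texas Red SRC2 peptide, 0.6 uM human TRb LBD, 1 uM T3, 5% DMSO; compound exposure 5 h at ambient temperature.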
TRb SRC2 PPI = TRbeta-SRC2 interaction inhibition | Potency, µM (titrated, usually from 106 µM), for the others: at the top dose activity change, negative = inhibition, actives largely listed as inhibitors | P10828 | TRbeta-SRC2 peptide binding, fluorescence polarization; receptor liganded with 1 µM T3 | actives 0.065% (n = 280,000);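 further: plate controls were bound peptide for no effect and peptide without receptor for full effect; nearly all actives have a fitted effect of over 50% in size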
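Decrease in fluorescence polarization of 20 nM Texas Red SRC2 coactivator peptide flagged inhibition of its binding to 0.6 uM TRb LBD; 1 uM T3 included, incubation 5 hr, ex 555/em 632 nm.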
RECQ1 inh = inhibitors of human RECQ1 DNA helicase. RECQ1 DNA unwinding, red fluorescence kinetic read. Potency, µM (series often up to 57.3 µM), inactives show at the highest dose activity, negative = inhibition, usual class: inhibitors. AID 2549. P46063. actives 0.54% (n = 240,000);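 further: plate controls were vehicle for no effect and no enzyme for full effect; nearly all actives have a fitted effect of over 30% in size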
Target sequence (P46063 whole entry, looked up): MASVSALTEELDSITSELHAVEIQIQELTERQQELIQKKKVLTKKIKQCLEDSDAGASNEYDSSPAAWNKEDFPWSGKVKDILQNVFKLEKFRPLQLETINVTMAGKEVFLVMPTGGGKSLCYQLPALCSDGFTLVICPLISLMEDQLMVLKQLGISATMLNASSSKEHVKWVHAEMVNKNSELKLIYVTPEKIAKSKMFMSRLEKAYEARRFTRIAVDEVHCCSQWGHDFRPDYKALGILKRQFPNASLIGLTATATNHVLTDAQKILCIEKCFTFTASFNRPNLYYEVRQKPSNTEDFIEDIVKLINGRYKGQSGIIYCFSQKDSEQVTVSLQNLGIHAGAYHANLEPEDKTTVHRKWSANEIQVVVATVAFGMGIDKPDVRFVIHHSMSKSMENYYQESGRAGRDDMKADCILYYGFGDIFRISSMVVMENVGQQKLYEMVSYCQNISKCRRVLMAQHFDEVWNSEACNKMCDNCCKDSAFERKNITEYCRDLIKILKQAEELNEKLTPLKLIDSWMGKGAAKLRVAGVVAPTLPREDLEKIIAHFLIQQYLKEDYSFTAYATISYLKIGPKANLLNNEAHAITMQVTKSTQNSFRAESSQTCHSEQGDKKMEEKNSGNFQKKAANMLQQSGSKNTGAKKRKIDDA
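RECQ1T1 50 nM; forked duplex (20 bp + 30-nt ss tails) 200 nM, ATP 2 mM final; pH 8.0, 2 mM MgCl2, 2.5 ug/ml poly(dI-dC); 15 min compound preincubation; discontinuous kinetic read over 2 h at RT.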
* marks the source's active call; other numbers are inactive results; i = inactive; u = inconclusive; x = no result given; & = joins results of further samples; [ ] = another dose, or the depositor's remark. Unless noted, the call rests on the fitted dose curve; in most records, active means well fitted curve in the direction sought with a large enough effect; inconclusive means small, poorly fitted or top-dose-only effect, or another doubt; inactive means no such curve, though single readings can be large; an effect the other way counts as inactive or inconclusive. Potency means the concentration at half of the fitted maximal effect. Some of the compounds tested, so the mix of outcomes need not match the whole.

canonical_smiles,SMN2 splice up,ALDH1A1 inh,JMJD2E inh,GoLoco inh red,LMNA splice mod,TexasRed fluor,TRb SRC2 PPI,RECQ1 inh
CCOC(=O)c1ccc(-n2c(C)nc3c(cnn3-c3ccccc3C)c2=O)cc1,-18.9%,u,3.1%,5.5%,-4.6%,-1.4%,-13.7%,-1.3%
Cn1c(NCC(O)c2ccccc2)nc2c1c(=O)n(Cc1ccc(Cl)cc1)c(=O)n2C (configuration not stated),-8.9%,3.7%,-2.9%,-1.0%,u,-0.9%,-14.6%,-13.3%
O=C(NCCN1CCOCC1)c1ccc(CSc2nc3ccncc3n2Cc2ccc(F)cc2)cc1,x,3.8%,-3.6%,-3.0%,x,1.1%,-1.3%,i
CCCCCS(=O)(=O)CCCCCCCCCCn1c(-c2ccc(O)cc2)c(C)c2cc(O)ccc21,-114.0%[inhibitor],u,u,2.7%,x,-1.7%,6.6%,-4.2%
COc1ccc(Cl)c(NC(=O)Cn2nnc(-c3ccccc3N)n2)c1,x,-6.4%,-12.8%,x,-3.0%,0.8%,10.3%,-6.9%
CCN1CCN(C(=O)c2cn(CCOC)c(=O)c3c2c2ccccc2n3C)CC1,19.4%,u,u,-11.7%,-6.8%,-0.8%,8.4%,8.8%
COc1ccc(CCn2c(C)c(C(C)=O)c3cc(OC(=O)c4ccco4)ccc32)cc1OC,3.4%,-9.9%,5.2%,-15.0%,-19.0%,1.4%,-5.1%,-8.4%
N=C1c2ccccc2CN1NC(=O)CC12CC3CC(CC(C3)C1)C2,-9.0%,-11.7%,u,12.4%,-4.6%,-0.3%,6.9%,i
Cc1cc(-c2cccc(Br)c2)c(C#N)c(N)n1,-41.4%[inhibitor],-5.9%,u,8.6%,17.7%[46 µM],1.3%,-2.2%,i
COc1cc(OC)c(NC(=O)c2ccco2)cc1Cl,12.5%,-3.5%,u,-3.0%,-5.4%,0.0%,-2.5%,-2.3%
CCN(CC)C(=O)C(C)OC(=O)COc1ccc(Cl)cc1Cl (configuration not stated),17.7%,6.5%,7.5%,6.6%,7.6%,-1.2%[53 µM],-1.5%[53 µM],6.9%
CCCCCOc1ccc(C(=O)N(Cc2ccco2)C2CCS(=O)(=O)C2)cc1 (configuration not stated),x,-4.2%,3.5%,x,-8.8%,1.1%,1.2%,i
Nc1cc(C(=O)O)ccc1Nc1ccc(F)c(F)c1,23.6%,-2.4%,u,26.9%,2.3%,21.6%,-11.3%,-14.7%
CCCCCCCC/C=C\CCCCCCCC(=O)OC[C@H](CO)OC(C)=O,8.4%&15.8%,-2.5%&-2.5%,-0.8%,4.2%&2.3%,x,-1.1%&0.4%,1.6%&0.9%,-5.1%
CCOc1ccc(S(=O)(=O)N2CCN(C(=S)NCc3ccco3)CC2)cc1,-13.2%,-13.1%,-1.4%,6.9%,u,0.0%,2.6%,-1.8%
CCCCn1nc2cc(C(=O)NCc3ccc(OC(F)(F)F)cc3)ccc2c1OC,-9.2%,u,u,5.2%,-8.9%,-2.7%,8.4%,4.6%
CCOC(=O)C1Cc2c([nH]c3ccccc23)C(C)N1 (configuration not stated),-26.4%,u,u,17.0%,-4.4%,-1.9%,-18.6%,-6.1%
COc1ccc(OC)c(/C=N/NC(=O)CNC(=O)c2ccc(S(=O)(=O)N3CCOCC3)cc2)c1,7.6%,u,3.4%,8.6%,-4.4%,0.8%[53 µM],7.1%[53 µM],13.2%
Cc1cc(C(=O)NCc2ccccc2F)cs1,6.6%,0.6%,7.3%,13.4%,-6.2%,-3.7%,-4.7%,-6.1%
Cc1nn(Cc2ccccc2Cl)c(C)c1NC(=O)c1ccn(C)n1,-2.1%,-2.0%,8.6%,-4.8%,u,-0.5%,-0.4%,-1.4%
COc1ccc(CNC(=O)CSc2ncn[nH]2)cc1,20.2%,7.2%,5.6%,-26.7%,0.1%,0.5%,0.7%,-9.6%
CS(=O)(=O)N(CC(=O)NCCSc1ccccn1)c1ccc(F)cc1,x,4.0%,10.4%,5.0%,33.3%[46 µM],0.5%,-5.7%,-5.6%
CC(C)(C)c1ccc(C(=O)N2CCC(=O)N(C(COCc3ccccc3)Cc3ccccc3)CC2)cc1 (configuration not stated),-29.4%,u,4.5%,-3.5%,u,-6.2%,-6.4%,-2.0%
CCOc1ccc(-c2nc(C#N)c(N3CCN(C)CC3)o2)cc1,-0.1%,u,u,7.4%,11.5%,-5.6%,8.8%,i
CCOc1ccc2nc(N=NC3=C(O)CC(C)(C)CC3=O)sc2c1,-61.8%[inhibitor],u,22.4µM*,20.9%,x,-4.4%,-10.6%,-6.3%
CN(C)c1ccc(CN2CCC(C(N)=O)CC2)cc1,2.6%,u,28.2µM*,-0.8%,1.1%[46 µM],-4.4%,16.7%,i
O=C(O)COCC(=O)Nc1ccc(-n2cnnn2)cc1,-1.7%,u,-8.2%,7.6%,x,-3.5%,2.6%,-2.8%
CN=C(C)/C(C(=O)OC)=C(/O)c1c(F)cccc1F,x,-5.6%,6.8%,-0.9%,x,-5.7%,-7.2%,17.3%
Cc1sc(NC(=O)c2cccs2)nc1-c1ccccc1,x,-5.3%,1.0%,x,u,-0.4%,6.2%,-12.5%
O=C(O)c1ccccc1C(=O)c1ccc(N2CCOCC2)c([N+](=O)[O-])c1,-1.2%,5.9%,u,5.6%,x,-1.4%,-6.2%,i
COc1ccc2cc3c(N)nn(C(=O)c4cccc(F)c4)c3nc2c1,x,x,0.0%,18.6%,x,-1.4%,-9.0%,12.3%
COc1ccc(-c2cc(C(=O)NCc3ccccc3)no2)cc1OC,0.5%,i,-1.2%,-0.4%,3.2%,0.5%,-4.2%,-1.7%
Cc1ccc(OCCCSc2n[nH]c(N)n2)cc1,x,4.0%,15.5%,5.7%,x,-4.5%,-4.6%,-1.1%
CCC1CCCCN1c1ccc([N+](=O)[O-])cc1/C=N/NC(=O)Cn1c2ccccc2c(=O)c2ccccc21 (configuration not stated),-2.3%,5.3%,u,9.6%,2.6%,1.9%,-23.3%,i
O=C(Cc1ccccc1)NNC(=O)c1ccc(NC(=O)c2ccccc2)cc1,11.2%,4.1%,u,9.1%,x,-1.9%,6.3%,-10.1%
CN(C)c1[nH]c(=O)c(C#N)c2c1CCN2Cc1ccccc1,9.9%,u,-5.4%,-10.3%,-4.4%,0.5%,1.2%,-0.1%
N/C(=N\OC(=O)Nc1ccccc1)c1ncc(C(F)(F)F)cc1Cl,54.6%,u,-4.9%,11.1%,7.4%,0.4%,-6.9%,11.7%
CN(c1cccc(NC(=O)Cc2ccccc2)c1)S(C)(=O)=O,x,-5.2%,1.3%,-0.4%,9.6%,-2.0%,-4.3%,14.2%
CC(=O)c1cccc(NC(=O)COC(=O)c2cccc(N3C(=O)c4ccccc4C3=O)c2)c1,-38.2%[inhibitor],14.1µM*,-19.8%,4.8%,-8.4%,-0.9%,2.1%,-8.9%
COC(=O)c1ccc(COC(=O)c2ccc(SC)cc2OC)cc1,u,10.3%,u,4.9%,-6.7%,-1.8%,5.7%,-16.2%
CCOc1ccccc1NC(=O)c1ccccc1-c1nc(-c2ccccc2)no1,-5.9%,-3.2%,12.0%,7.1%,15.8%,2.2%,12.6%,-8.2%
Cc1nnc(SCC(=O)N2CCN(S(=O)(=O)c3ccc(Cl)cc3)CC2)[nH]c1=O,-6.6%,6.3%,-7.3%,0.6%,u,0.1%,-6.9%,-0.2%
O=C(N/N=C/c1c[nH]c2ccc(Br)cc12)C1CC1,x,x,-6.0%,10.6%,x,-4.7%,-1.0%,-5.8%
CC1Cc2ccccc2N1C(=O)c1ccc2c(c1)nnn2C (configuration not stated),8.7%,12.5%,5.7%,-4.3%,-5.0%,-3.7%,0.1%,-11.0%

Entries of single compounds, quoted from the list. Order of values: SMN2 splice up | ALDH1A1 inh | JMJD2E inh | GoLoco inh red | LMNA splice mod | TexasRed fluor | TRb SRC2 PPI | RECQ1 inh
CCN1CCN(C(=O)c2cn(CCOC)c(=O)c3c2c2ccccc2n3C)CC1 is listed as 19.4% | u | u | -11.7% | -6.8% | -0.8% | 8.4% | 8.8%
CCCCn1nc2cc(C(=O)NCc3ccc(OC(F)(F)F)cc3)ccc2c1OC is listed as -9.2% | u | u | 5.2% | -8.9% | -2.7% | 8.4% | 4.6%
CCOc1ccc(-c2nc(C#N)c(N3CCN(C)CC3)o2)cc1 is listed as -0.1% | u | u | 7.4% | 11.5% | -5.6% | 8.8% | i
CCOc1ccc(S(=O)(=O)N2CCN(C(=S)NCc3ccco3)CC2)cc1 is listed as -13.2% | -13.1% | -1.4% | 6.9% | u | 0.0% | 2.6% | -1.8%
CCCCCS(=O)(=O)CCCCCCCCCCn1c(-c2ccc(O)cc2)c(C)c2cc(O)ccc21 is listed as -114.0%[inhibitor] | u | u | 2.7% | x | -1.7% | 6.6% | -4.2%
